Screening results as filed in PubChem BioAssay.
AddAB inh = less growth of phage-infected E. coli with AddAB | 330,000 compounds, 0.29% hits | AID 435030 | E. coli expressing H. pylori AddAB, absorbance growth | inhibition, % at 11.9 µM; in the data active means inhibition above about 12%;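 further: 0% = vehicle wells of infected cells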
DAGLB inh = diacylglycerol lipase beta (human) inhibition; AID 504411; HEK293T DAGLB membrane lysate, EnzChek fluorogenic substrate; 340,000 compounds, 0.059% hits; inhibition, % at 5.17 µM; Q8NCG7; in the data active means inhibition above about 34%;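 further: 0% = enzyme with vehicle and 100% = wells lacking enzyme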
Target sequence (Q8NCG7 whole entry, looked up): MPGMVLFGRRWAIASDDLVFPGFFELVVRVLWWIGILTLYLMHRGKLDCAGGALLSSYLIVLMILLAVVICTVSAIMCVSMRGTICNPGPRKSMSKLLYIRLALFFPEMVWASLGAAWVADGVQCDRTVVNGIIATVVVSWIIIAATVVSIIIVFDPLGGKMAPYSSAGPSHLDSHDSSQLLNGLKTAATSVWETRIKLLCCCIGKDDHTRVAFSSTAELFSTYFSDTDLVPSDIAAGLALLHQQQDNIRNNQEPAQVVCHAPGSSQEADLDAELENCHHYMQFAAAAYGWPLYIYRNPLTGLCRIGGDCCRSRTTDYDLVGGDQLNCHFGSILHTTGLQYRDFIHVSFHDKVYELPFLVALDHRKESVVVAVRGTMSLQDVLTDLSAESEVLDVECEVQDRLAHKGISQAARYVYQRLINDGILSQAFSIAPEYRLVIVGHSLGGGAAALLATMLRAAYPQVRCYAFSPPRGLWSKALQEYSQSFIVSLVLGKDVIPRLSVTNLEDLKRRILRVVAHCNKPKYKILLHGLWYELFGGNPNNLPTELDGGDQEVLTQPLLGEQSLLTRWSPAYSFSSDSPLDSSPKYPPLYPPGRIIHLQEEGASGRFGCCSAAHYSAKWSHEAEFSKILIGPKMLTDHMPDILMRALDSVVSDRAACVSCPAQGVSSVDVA
CAL PDZ inh = inhibitors of human CAL PDZ peptide binding; purified CAL PDZ, TMR-peptide fluorescence polarization, 1 h; Q9HD26; inhibition, % at 20 µM; 330,000 compounds, 0.02% hits;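 active means highest replicate inhibition of at least 40%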;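 further: plate controls were DMSO neutral control wells for no effect and unlabeled competitor peptide control wells for full effect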
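Material – purified CerCALP PDZ construct · Detection – FP readout, S and P plane fluorescence · Measure – percent inhibition from loss of millipolarization · Controls – unlabelled peptide for full inhibition, DMSO wells as neutral · Probe or stimulus – TMR-labelled reporter peptide T*-PRC34 bound in PDZ groove · Times – 1 h at RT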
Rtt109 HAT inh = inhibitors of Candida albicans Rtt109/Vps75 histone acetyltransferase. 330,000 compounds, 0.16% hits. purified Rtt109/Vps75, ThioGlo CoA-SH fluorescence, 4 h. inhibition, % at 34.9 µM. Q5AAJ8;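 active means inhibition of at least 50% in every replicate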
Target sequence (Q5AAJ8 whole entry, looked up): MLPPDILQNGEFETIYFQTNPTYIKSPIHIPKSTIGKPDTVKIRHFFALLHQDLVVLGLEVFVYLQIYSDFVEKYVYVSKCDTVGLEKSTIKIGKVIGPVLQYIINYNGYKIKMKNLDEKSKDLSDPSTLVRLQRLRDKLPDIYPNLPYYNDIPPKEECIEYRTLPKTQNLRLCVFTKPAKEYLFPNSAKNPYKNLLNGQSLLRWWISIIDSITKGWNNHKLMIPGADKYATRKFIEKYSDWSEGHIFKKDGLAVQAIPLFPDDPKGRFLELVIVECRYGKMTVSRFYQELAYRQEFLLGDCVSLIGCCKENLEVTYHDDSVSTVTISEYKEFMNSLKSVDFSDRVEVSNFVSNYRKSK
PvdQ inh = blocks Pseudomonas aeruginosa PvdQ acylase activity. purified PvdQ acylase, fluorescence plate reader. inhibition, % at 10 µM. 340,000 compounds, 0.063% hits. AID 488965; in the data active means inhibition above about 30%, passing the limit was not always enough;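 further: 0% = vehicle neutral wells and 100% = reference inhibitor wells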
PfHsp90 set2 = growth inhibition of yeast expressing Plasmodium Hsp90; S. cerevisiae expressing PfHsp90, BacTiter-Glo ATP, 48 h; yeast lacking PDR1 and PDR3 efflux regulators; inhibition, % at 9.4 µM; 310,000 compounds, 0.32% hits; AID 504621;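 active means every replicate shows inhibition above about 80%, whatever the replicate mean, limit read from the data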;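 further: 0% = DMSO neutral controls and 100% = 20 µM radicicol positive controls; yeast relying on Plasmodium falciparum Hsp90 in place of its own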
phage Ecoli inh = E. coli growth loss with phage present | inhibition, % at 11.9 µM | growth absorbance | 360,000 compounds, 0.26% hits | AID 651602; in the data active means inhibition above about 11%
Wnt bcat act = activates Wnt/beta-catenin signaling in a reporter cell assay | activator, plate reader | activation, % at 9.35 µM | 300,000 compounds, 1.2% hits; in the data active means activation above about 30%, passing the limit was not always enough;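 further: 0% = neutral control wells and 100% = positive control wells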
Tat export inh = E. coli Tat transport inhibition | E. coli MC4100 TorA-mCherry Tat export, fluorescence | inhibition, % at 10 µM | AID 488895 | 340,000 compounds, 0.036% hits;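 active means mean replicate inhibition at least 50% and at least half of replicates individually reaching 50%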;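 further: exported cargo escapes ClpAP degradation while cytoplasmic cargo is degraded and loses fluorescence; 0% = median of neutral control wells and 100% = median of NaSCN control wells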
E coli growth = counter-screen for AddAB inhibitors: E. coli growth inhibition; E. coli V3065 growth, OD600 absorbance, 18 h; inhibition, % at 11.9 µM; 330,000 compounds, 0.27% hits; AID 449728;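 active means inhibition above the campaign's mean inhibition across all tested compounds plus 3 SD, cut at about 9.9% in these data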;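 further: uninfected addAB+ strain grown without phage in ampicillin broth; 0% = DMSO wells and 100% = ciprofloxacin 0.95 µg/ml wells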
Starred values were filed as active, the others as inactive.

COc1ccc(-c2noc(CCC(=O)N3CCN(c4ccccc4OC)CC3)n2)cc1 was read as AddAB inh 0.2, DAGLB inh -2, CAL PDZ inh 1.0, Rtt109 HAT inh -4, PvdQ inh -3, PfHsp90 set2 6, phage Ecoli inh 1.8, Wnt bcat act -1, Tat export inh 7 and E coli growth -2.1.
Screening Cc1nc(N2CCN(c3ccccc3)CC2)nc2c1C(=O)CC(C)C2 (configuration not stated) returned AddAB inh 1.9, DAGLB inh -5, CAL PDZ inh -0.4, Rtt109 HAT inh 6, PvdQ inh 6, phage Ecoli inh 3.1, Wnt bcat act -3, Tat export inh 2 and E coli growth -0.4.
Screening NS(=O)(=O)c1cccc(NC(=O)CSc2nnnn2-c2ccccc2)c1 returned AddAB inh -0.1, DAGLB inh -1, CAL PDZ inh 0.7, Rtt109 HAT inh -4, PvdQ inh 4, PfHsp90 set2 -13, phage Ecoli inh 1.4, Wnt bcat act 2, Tat export inh 0 and E coli growth 0.1.
For COCCN(Cc1ccccc1)C(=O)c1cccc(S(=O)(=O)N(C)c2c(C)n(C)n(-c3ccccc3)c2=O)c1 the results were AddAB inh -1.0, DAGLB inh -2, CAL PDZ inh -0.2, Rtt109 HAT inh -1, PvdQ inh -10, PfHsp90 set2 3, phage Ecoli inh 4.9, Wnt bcat act -1, Tat export inh 4 and E coli growth -2.1.
`COc1cccc(CNC(=O)COC(=O)CCCNC(=O)c2ccc(Cl)cc2)c1` gave AddAB inh 1.0, DAGLB inh 3, CAL PDZ inh -2.9, Rtt109 HAT inh -6, PvdQ inh -3, PfHsp90 set2 6, phage Ecoli inh -1.2, Wnt bcat act 2, Tat export inh 5 and E coli growth 2.0.
Screening O=c1c2ccccc2cnn1-c1ccc(Cl)cc1 returned AddAB inh 3.8, DAGLB inh -3, CAL PDZ inh -0.4, Rtt109 HAT inh 20, PvdQ inh -4, phage Ecoli inh 2.7, Tat export inh -10 and E coli growth -1.3.
`CC(C)COc1ccc(CNC(=S)Nc2ccccc2)cc1Cl` gave AddAB inh 0.0, DAGLB inh -7, CAL PDZ inh -1.2, Rtt109 HAT inh 4, PvdQ inh -23, PfHsp90 set2 18, phage Ecoli inh 1.3, Wnt bcat act -2, Tat export inh 9 and E coli growth 2.6.
Cc1ccc(-n2nnnc2SCC(=O)Nc2nc(-c3ccc(F)cc3)cs2)cc1C was read as AddAB inh 0.4, DAGLB inh 0, CAL PDZ inh 0.3, Rtt109 HAT inh 0, PvdQ inh 7, PfHsp90 set2 -12, phage Ecoli inh 1.1, Tat export inh 7 and E coli growth -0.2.
For COCc1cc(C)nc(SCC(=O)Oc2ccc(Cl)cc2)c1C#N the results were AddAB inh 3.6, DAGLB inh -5, CAL PDZ inh -0.8, Rtt109 HAT inh -46, PvdQ inh -13, PfHsp90 set2 -37, phage Ecoli inh 2.5, Wnt bcat act 5, Tat export inh 3 and E coli growth 1.0.
Screening CCOC(=O)CCC(NC(=O)CCC(=O)NC(CCC(=O)OCC)C(=O)OCC)C(=O)OCC (configuration not stated) returned AddAB inh 0.5, DAGLB inh -2, CAL PDZ inh -0.9, Rtt109 HAT inh -3, PvdQ inh 9, PfHsp90 set2 9, phage Ecoli inh 1.9, Tat export inh -3 and E coli growth -0.8.
For CCOC(=O)C1CCCN(S(=O)(=O)c2cc(Br)cc3c2N(C(=O)CC)CC3)C1 (configuration not stated) the results were AddAB inh 3.2, DAGLB inh -2, CAL PDZ inh -0.4, Rtt109 HAT inh -4, PvdQ inh -1, PfHsp90 set2 -17, phage Ecoli inh 0.3, Wnt bcat act -4, Tat export inh -7 and E coli growth -1.1.
`CCOc1ccc(C2Nc3ccccc3C(CC)(CC)O2)cc1` (configuration not stated) gave AddAB inh 0.6, DAGLB inh -4, CAL PDZ inh 0.2, Rtt109 HAT inh -4, PvdQ inh -13, PfHsp90 set2 30, phage Ecoli inh 1.5, Wnt bcat act 3, Tat export inh -4 and E coli growth 1.3.
Cc1ccsc1/C=N/NC(=O)CSCc1ccc(Cl)cc1 was read as AddAB inh 3.8, DAGLB inh -3, CAL PDZ inh -1.3, Rtt109 HAT inh 10, PvdQ inh -14, PfHsp90 set2 4, phage Ecoli inh 3.3, Wnt bcat act -2, Tat export inh 9 and E coli growth 1.6.
For COC1OC(COC(=O)c2ccccc2)C(OC(=O)c2ccccc2)C1OC(=O)c1ccccc1 (configuration not stated) the results were AddAB inh 0.4, DAGLB inh -14, CAL PDZ inh -1.1, Rtt109 HAT inh -2, PvdQ inh 8, PfHsp90 set2 -7, phage Ecoli inh 3.4, Wnt bcat act -3, Tat export inh -2 and E coli growth 4.0.
COc1cccc(OCC(=O)O/N=C(\N)c2ccncc2)c1 was read as AddAB inh 1.1, DAGLB inh -3, CAL PDZ inh 0.0, Rtt109 HAT inh -1, PvdQ inh -9, PfHsp90 set2 -13, phage Ecoli inh 3.0, Wnt bcat act 7, Tat export inh 8 and E coli growth 1.4.
Screening COCCCN1C(=O)N(c2ccc(F)cc2)C(=O)C1CC(=O)Nc1ccccc1 (configuration not stated) returned AddAB inh -1.8, DAGLB inh -2, CAL PDZ inh -1.1, Rtt109 HAT inh -3, PvdQ inh -14, PfHsp90 set2 -16, phage Ecoli inh 1.0, Wnt bcat act 4, Tat export inh 2 and E coli growth -2.7.
`O=C(NC1CC2CCCC(C1)N2Cc1ccco1)NC12CC3CC(CC(C3)C1)C2` (configuration not stated) gave AddAB inh 1.6, DAGLB inh 1, CAL PDZ inh 0.7, Rtt109 HAT inh 2, PvdQ inh -1, PfHsp90 set2 -8, phage Ecoli inh -1.4, Wnt bcat act -6, Tat export inh -1 and E coli growth 0.1.
O=C(NC1CCCc2ccccc21)c1cc(Cl)ccn1 (configuration not stated) was read as AddAB inh 3.3, DAGLB inh -11, CAL PDZ inh -1.1, Rtt109 HAT inh 2, PvdQ inh -8, PfHsp90 set2 17, phage Ecoli inh 0.9, Wnt bcat act -1, Tat export inh -5 and E coli growth -1.6.
For CCOc1ccc(/C=N/NC(=O)c2cccc3ccccc23)c(OCC)c1 the results were DAGLB inh -1, CAL PDZ inh -1.4, Rtt109 HAT inh -2, PvdQ inh -14, PfHsp90 set2 4, phage Ecoli inh 3.3, Wnt bcat act -3 and Tat export inh 1.
`COc1ccc(C(=O)Nc2ccc(OCC(=O)N3CCOCC3)cc2)c(OC)c1OC` gave AddAB inh 1.5, DAGLB inh 0, CAL PDZ inh -5.2, Rtt109 HAT inh -1, PvdQ inh -10, PfHsp90 set2 20, phage Ecoli inh 3.7, Wnt bcat act -2, Tat export inh -5 and E coli growth -1.0.
`COc1ccc(-c2cc(-c3ccccc3)nc(SCC(=O)Nc3nccs3)c2C#N)cc1` gave AddAB inh 1.9, DAGLB inh -1, CAL PDZ inh -2.0, Rtt109 HAT inh 3, PvdQ inh 6, PfHsp90 set2 18, phage Ecoli inh 2.2, Wnt bcat act -1, Tat export inh -7 and E coli growth -0.6.
`CCn1cc(/C=N/NC(=O)c2ccc3c(c2)OCO3)cn1` gave AddAB inh 1.3, DAGLB inh 0, CAL PDZ inh -0.6, Rtt109 HAT inh -1, PvdQ inh -13, PfHsp90 set2 2, phage Ecoli inh 1.8, Wnt bcat act -3, Tat export inh -4 and E coli growth 3.0.
`Cc1cc2cc(CNC(=S)Nc3ccc(OC(F)F)cc3)ccc2[nH]1` gave AddAB inh 0.0, DAGLB inh -2, CAL PDZ inh -0.5, Rtt109 HAT inh 3, PvdQ inh -20, PfHsp90 set2 5, phage Ecoli inh 3.8, Wnt bcat act -8, Tat export inh -2 and E coli growth -1.8.
For CCN(CC)CCN(Cc1cc2ccc(C)cc2[nH]c1=O)C(=O)Nc1ccc(Cl)cc1 the results were AddAB inh 3.5, DAGLB inh -1, CAL PDZ inh -2.0, Rtt109 HAT inh 13, PvdQ inh -20, PfHsp90 set2 -42, phage Ecoli inh 4.8, Wnt bcat act -4, Tat export inh 2 and E coli growth 0.0.
`Cn1c(=O)c(/C=C/c2ccc(F)cc2)nc2ccccc21` gave DAGLB inh -5, CAL PDZ inh -1.1, Rtt109 HAT inh -2, PvdQ inh -5, PfHsp90 set2 22, phage Ecoli inh -1.2, Wnt bcat act 27 and Tat export inh 11.
Screening COc1ccccc1C(=O)NCCC(=O)N(C)CC(=O)Nc1ccc(Cl)cc1 returned AddAB inh -1.4, DAGLB inh 0, CAL PDZ inh -2.6, Rtt109 HAT inh 13, PvdQ inh -8, PfHsp90 set2 14, phage Ecoli inh 0.8, Wnt bcat act -1, Tat export inh 3 and E coli growth 1.5.
COC(=O)CSc1nnc(COc2ccc3ccccc3c2)o1 was read as DAGLB inh -2, CAL PDZ inh -1.4, Rtt109 HAT inh -5, PvdQ inh -9, PfHsp90 set2 -11, phage Ecoli inh 0.6, Wnt bcat act 1 and Tat export inh 3.
Cc1cccc(OCc2nnc(SC(C)C(=O)O)n2-c2ccccc2)c1 (configuration not stated) was read as AddAB inh -3.8, DAGLB inh -8, CAL PDZ inh -0.5, Rtt109 HAT inh 7, PvdQ inh 5, PfHsp90 set2 -7, phage Ecoli inh 1.4, Wnt bcat act 2, Tat export inh 6 and E coli growth -1.6.
CCOc1ccc(NC(=O)CSc2nc(=O)n(CCN3CCOCC3)c3c2CCCC3)cc1 was read as AddAB inh -3.1, DAGLB inh 1, CAL PDZ inh -2.1, Rtt109 HAT inh -6, PvdQ inh -1, phage Ecoli inh 3.0, Wnt bcat act 5, Tat export inh -5 and E coli growth -0.5.
For CN1C(=O)c2ccccc2C(C(=O)O)C1c1cccc([N+](=O)[O-])c1 (configuration not stated) the results were AddAB inh 2.6, DAGLB inh 0, CAL PDZ inh -1.2, Rtt109 HAT inh 0, PvdQ inh 1, PfHsp90 set2 4, phage Ecoli inh 3.1, Wnt bcat act 1, Tat export inh -5 and E coli growth 0.2.
`CCCc1cc(=O)n2c([nH]c3ccccc32)c1C#N` gave AddAB inh 3.2, DAGLB inh 1, CAL PDZ inh -2.1, Rtt109 HAT inh -41, PvdQ inh -11, PfHsp90 set2 -11, phage Ecoli inh 0.8, Tat export inh -5 and E coli growth 0.6.
For COc1cc2c(cc1OC)CN(C(=O)/C=C/c1cccc([N+](=O)[O-])c1)CC2 the results were AddAB inh 1.8, DAGLB inh 1, CAL PDZ inh -0.3, Rtt109 HAT inh 15, PvdQ inh -11, PfHsp90 set2 7, phage Ecoli inh 3.5, Wnt bcat act -2, Tat export inh -8 and E coli growth -2.6.
`O=C(Nc1ccccc1C(F)(F)F)c1cc2ccccc2o1` gave AddAB inh 5.2, DAGLB inh -13, CAL PDZ inh 0.7, Rtt109 HAT inh 3, PvdQ inh -1, PfHsp90 set2 -5, phage Ecoli inh 2.3, Wnt bcat act 14, Tat export inh -8 and E coli growth -1.2.

For reference, some entries already given.
For COc1cc2c(cc1OC)CN(C(=O)/C=C/c1cccc([N+](=O)[O-])c1)CC2 the results were AddAB inh 1.8, DAGLB inh 1, CAL PDZ inh -0.3, Rtt109 HAT inh 15, PvdQ inh -11, PfHsp90 set2 7, phage Ecoli inh 3.5, Wnt bcat act -2, Tat export inh -8 and E coli growth -2.6.
`O=C(Nc1ccccc1C(F)(F)F)c1cc2ccccc2o1` gave AddAB inh 5.2, DAGLB inh -13, CAL PDZ inh 0.7, Rtt109 HAT inh 3, PvdQ inh -1, PfHsp90 set2 -5, phage Ecoli inh 2.3, Wnt bcat act 14, Tat export inh -8 and E coli growth -1.2.

Random draw from the library. Share with any hit: about 1.9%.
